PhoP GFP inhibition: Inhibition of PhoP regulon, Salmonella typhi GFP reporter cells, confirmation, 4 h (AID 1850); Salmonella Typhi PhoP-promoter GFP reporter, fluorescence, 4 h; higher % means a stronger effect; inhibition, % at 50 µM, or IC50 in µM where a hit was titrated; actives 0.33% (n = 310,000); in the data active = a potency from the dose series; inconclusive = inhibition mostly from about 25% at the one dose, without a potency; inactive = the rest, 99 in 100 with inhibition below about 19%;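 also: 0% = induced wells with vehicle and 100% = uninduced wells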
influenza NS1A: NS1A inhibition, H1N1 influenza, cell based functional assay (AID 504329); NS1A functional cell-based assay, percent inhibition; higher % means a stronger effect; actives 0.3% (n = 340,000); inhibition, % at 12.5 µM; hits with a dose series show IC50 in µM; in the data active = a potency from the dose series; inconclusive = inhibition above about 27% without an active follow-up result; also: strong numbers were not always called active
M. tuberculosis HTS: M. tuberculosis growth inhibition, HTS (AID 449762); one-dose inhibition, % at 25 µM; IC50 in µM for titrated hits; M. tuberculosis H37Rv growth inhibition, 7H9 media; higher % means a stronger effect; actives 0.59% (n = 330,000); in the data active = a potency from the dose series; inconclusive = inhibition above about 70% without an active follow-up result;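 also: bacterial growth assessed after seven days of incubation; strong numbers were not always called active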
VEEV TC-83 Vero: inhibitors of VEEV TC-83 cytopathic effect, confirmation, Vero cells (AID 588727); one-dose inhibition, % at 20 µM; IC50 in µM for titrated hits; actives 0.13% (n = 350,000); Vero cells, VEEV TC-83 cytopathic effect inhibition; higher % means a stronger effect; in the data active = a potency from the dose series; inconclusive = inhibition mostly from about 14% at the one dose, without a potency; inactive = the rest, 99 in 100 with inhibition below about 12%; also: strong numbers were not always called active
M. tuberculosis: growth inhibition of non-replicating M. tuberculosis (AID 488890) | Mycobacterium tuberculosis non-replicating, growth inhibition; higher % means a stronger effect | inhibition, % at 25 µM; hits with a dose series show IC50 in µM | actives 0.39% (n = 320,000); in the data active = a potency from the dose series; inconclusive = inhibition mostly from about 82% at the one dose, without a potency; inactive = the rest, 99 in 100 with inhibition below about 76%;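 also: plate controls were DMSO cells for no effect and high antibiotic wells for full effect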
VEEV TC-83 Vero 10K pilot screen: also measured in VEEV TC-83 Vero; calls as there; inhibition, %; measured here: 10K pilot screen inhibition
The depositor's hits bear a star; i = inactive; ? = inconclusive; . = no result given.

SMILES | PhoP GFP inhibition | influenza NS1A | M. tuberculosis HTS | VEEV TC-83 Vero | M. tuberculosis | others
COc1ccc(NC(=O)COC(=O)C2CCN(C(=O)c3ccc(Cl)cc3)CC2)c([N+](=O)[O-])c1 | . | -7.2% | 21.2% | 4.0% | 9.2%
CCC[N+]1(CC#CCC(c2ccccc2)c2ccccc2)CCCCC1 | 4.4% | -15.9% | 4.7% | 0.1% | 63.3%
COc1ccc(-c2noc(N3CCC(C(=O)NCCCN4CC(C)CC(C)C4)CC3)n2)cc1 (stereo not given) | -3.2% | 7.2% | 2.4% | 2.4% | 33.7%
O=C(CCC(=O)Nc1ccc(F)cc1)N/N=C/c1cccc(Br)c1 | -10.7% | -2.6% | -5.3% | 1.8% | 14.4%
CC(C)(C)c1ccc(N2C(=N)SCC2=O)cc1 | -13.1% | 4.4% | 11.4% | i | 14.4%
COc1ccc(N2CCN(S(=O)(=O)c3ccc4c(c3)OCCO4)CC2)cc1 | 12.7% | 2.6% | 1.8% | 0.1% | 16.4%
COc1ccc2[nH]c3c(c2c1)CCN1C(=O)C(CC(=O)NC/C=C(\C)CCC=C(C)C)C[C@H](C(=O)N2CCOCC2)[C@@]31CCC1CCCC1 (stereo not given in full) | . | 12.7% | . | 0.3% | .
C=CC[C@]12CCc3sccc3C1N(c1ccc(C(=O)OCC)cc1)C2=O (stereo not given in full) | . | 3.2% | -1.5% | 1.5% | -7.4%
N#Cc1ccccc1Sc1ccccc1C(=O)OCC(=O)NC1CCCCC1 | -5.7% | -3.3% | -7.7% | i | 14.4%
O=c1cc2c(n[nH]1)CCCC2 | 6.8% | -6.2% | -4.7% | 1.4% | -0.8%
CC1=C(C(=O)OCc2ccc3c(c2)OCO3)C(c2cccc([N+](=O)[O-])c2)NC(=O)N1 (stereo not given) | -13.1% | -5.8% | 4.3% | 0.8% | -1.4%
Cc1ccc(S(=O)(=O)N2CCN(C(=O)Cc3ccc4c(c3)OCCO4)CC2)cc1C | -23.7% | 27.8% | -0.3% | 1.6% | 9.3%
CCc1nnc(NS(=O)(=O)c2ccc(NC(=S)NC(=O)c3cccnc3)cc2)s1 | 15.7% | 7.1% | 0.0% | 4.4% | 46.0%
Cc1cccc(CNC(=O)c2cc(S(=O)(=O)N3CCOCC3)cn2C)c1 | -1.6% | -0.3% | -1.6% | 1.8% | 0.3%
CCOc1ccc(N2CC(O)=C(c3ccccc3)C2=N)cc1 | 3.9% | 10.8% | 1.9% | 1.1% | -13.3% | VEEV TC-83 Vero 10K pilot screen=3.9
COc1ccc(C2=C(N)c3ccccc3C2=O)cc1 | 23.1% | -8.1% | -2.6% | 0.1% | -16.8%
O=C(CCc1ccccc1)Nc1ccccc1C(=O)NCc1ccco1 | -4.0% | -6.2% | 4.0% | 7.2% | 37.6%
COc1ccc(C(=O)NCC(=O)N2CCCC(C)C2)cc1OC (stereo not given) | -5.1% | 5.2% | -4.9% | 0.9% | -4.1%
CC(=O)NC1=NN(C(C)=O)C(C)(CS(=O)(=O)c2ccc(Cl)cc2)S1 (stereo not given) | 2.9% | 5.1% | -7.6% | 0.5% | -16.9%
COc1ccc2sc(N(CCCN(C)C)C(=O)c3nc4ccccc4s3)nc2c1 | 11.1% | 6.1% | -0.7% | 0.1% | 0.7%

Retrieved by compound from above, 2 records:
SMILES | PhoP GFP inhibition | influenza NS1A | M. tuberculosis HTS | VEEV TC-83 Vero | M. tuberculosis | others
CCc1nnc(NS(=O)(=O)c2ccc(NC(=S)NC(=O)c3cccnc3)cc2)s1 | 15.7% | 7.1% | 0.0% | 4.4% | 46.0%
O=C(CCC(=O)Nc1ccc(F)cc1)N/N=C/c1cccc(Br)c1 | -10.7% | -2.6% | -5.3% | 1.8% | 14.4%

Additional structures follow.
SMILES | PhoP GFP inhibition | influenza NS1A | M. tuberculosis HTS | VEEV TC-83 Vero | M. tuberculosis | others
CCOc1ccc(Nc2nc(-c3sc(N)nc3C)cs2)cc1 | 0.7% | 7.0% | ? | 4.0% | 30.4%
NC(=O)c1nsc(C(=O)N(c2ccccc2)C(C(=O)NC2CCCC2)c2ccncc2)c1N (stereo not given) | 13.4% | 8.1% | 4.8% | i | -8.4%
CCCCOc1ccc(N(CC(=O)NCC2CCCO2)C(=O)CCC(=O)Nc2cc(C)ccn2)cc1 (stereo not given) | -8.7% | 13.2% | ? | 2.7% | 31.9%
COc1ccc2c(c1)C1(Nc3ccccc3-c3nc4ccccc4n31)C(=O)N2C (stereo not given) | -14.5% | -0.3% | 6.4% | 2.7% | -4.6%
CSc1nnc(-c2cnccn2)n1Cc1ccccc1 | 4.2% | 0.6% | -4.3% | 1.7% | 2.5%
CCc1ccc(-n2c(O)c(C=NCCN(CC)CC)c(=O)[nH]c2=O)cc1 | . | 4.0% | . | 3.2% | .
CCCOc1ccc(N2C(=O)CC(NCC#N)C2=O)cc1 (stereo not given) | -3.8% | -1.1% | -10.4% | 0.2% | 4.9%
Cn1c(CNc2ccc(F)cc2)nc2ccccc21 | 4.5% | -8.2% | -0.6% | 1.6% | 5.1%
O=C(Nc1cccc(S(=O)(=O)c2cccc(NC(=O)c3ccco3)c2)c1)c1ccco1 | 0.6% | 17.1% | 7.6% | 5.4% | 16.4%
CCCC(=O)Nn1cnc2c(c1=O)C1(CCCC1)Cc1ccccc1-2 | -6.8% | 7.2% | -6.0% | i | .
CCCc1ccc(OCCNC(=O)c2ccco2)cc1 | -3.1% | -10.3% | 7.1% | 4.0% | 22.0%
OC1(c2ccccc2)Cc2cccc[n+]2C1c1ccccc1 (stereo not given) | -16.5% | 0.7% | -5.3% | i | 0.0%
COc1ccc(NC(=O)CSc2nnc(-c3ccco3)n2C)cc1 | -8.6% | 0.0% | -4.9% | 2.1% | -1.0%
CCCOC(=O)CSc1nc(N)c(C#N)c(-c2ccco2)c1C#N | 4.0% | 6.9% | ? | 4.5% | ?
Cc1c(NC(=O)C(C)Sc2ncnc3ccccc23)c(=O)n(-c2ccccc2)n1C (stereo not given) | 0.2% | -7.2% | -0.4% | 0.6% | -0.9%
COc1ccc(Nc2cccc(Cl)c2)c(C(=O)O)c1 | -0.9% | -21.5% | 13.6% | 1.5% | 37.4%
COc1cc(C2CC(=O)Oc3c2c(=O)n(C)c2ccccc32)ccc1O (stereo not given) | -3.6% | . | -5.3% | i | -13.8%
O=P1(c2ccccc2)C=Cn2c1cc1c2CCCC1 (stereo not given) | 9.3% | -8.3% | 0.5% | 0.8% | 25.0%
CCCCCCN1N=C(C)C(C(=O)c2ccc(Cl)cc2)C1=O (stereo not given) | -4.2% | -10.3% | ? | 2.2% | ?
O=C(Nc1ccncc1)c1ccc(NS(=O)(=O)c2cccc(F)c2)cc1 | 0.8% | -6.8% | 13.8% | 0.3% | 31.9%
CN(C)c1nc(C(=O)Nc2ccccc2)nc(N(C)C)n1 | -4.2% | 8.9% | -5.0% | 1.3% | -8.9%
CC1CC(C)(C)CC(=O)C1C(=O)c1ccccc1 (stereo not given) | -8.9% | -2.9% | -9.6% | 0.1% | -3.7% | VEEV TC-83 Vero 10K pilot screen=1.8
COc1cc(OC)cc(-c2c(C#Cc3ccsc3)c3cc(-c4ccc(OC)c(OC)c4)ccc3n2C)c1 | . | 7.4% | -2.3% | 1.4% | 11.0%
Cc1cc(NC(=O)Cn2nnc3sc4c(c3c2=O)CCC(C(C)(C)C)C4)no1 (stereo not given) | 1.0% | 4.6% | 68.4% | i | 60.6%
CCCCCCC(C)n1cc(C(C)=O)c(=O)[nH]c1=O (stereo not given) | -1.1% | 11.2% | 3.0% | 0.2% | 4.9% | VEEV TC-83 Vero 10K pilot screen=0.6
O=C(Nc1cc2c(cc1Cl)OCCCO2)c1ccc(F)cc1 | 1.5% | -0.6% | 8.1% | i | 25.5%
CN1CCN(C(=O)c2cc3cc(Cl)ccc3[nH]2)CC1 | -3.2% | -0.4% | 2.1% | 0.3% | 0.9%
CC(=O)c1ccc(NC(=O)C2CCN(S(=O)(=O)c3cccnc3)CC2)cc1 | 6.7% | -2.1% | 7.5% | 1.9% | 14.5%
CCOc1ccc(C2NC(=O)c3ccccc3O2)cc1 (stereo not given) | 2.3% | -16.8% | 0.4% | 0.2% | -10.2%
C/C(=N\OC(=O)c1ccc(C)cc1)c1c(C)nc2cc(C)ccn12 | -5.2% | 1.9% | -1.3% | i | 0.4%
C/C(=N\Nc1cc(C)nc(NCc2ccccc2)n1)c1cccc([N+](=O)[O-])c1 | -0.4% | 1.5% | 7.7% | 2.8% | -5.5%
O=C(O)c1ccc(-c2sc(Nc3ccccc3)n[n+]2-c2ccccc2)cc1 | -8.8% | 5.0% | 0.8% | 0.5% | -14.6%
Cc1[nH]nc(Sc2ccccn2)c1[N+](=O)[O-] | -3.1% | -3.5% | 1.8% | 0.9% | 10.6%
Cc1cc(NC(=O)CSc2nc3cc(Cl)ccc3s2)no1 | -7.3% | 18.0% | -6.5% | 1.6% | 65.8%
Cc1cc(=O)oc2cc(OCC(=O)N3CCN(c4ccc(F)cc4)CC3)ccc12 | 4.7% | 2.4% | 6.6% | 0.6% | 7.7%
Cc1cc(C)c(S(=O)(=O)n2cc(C(C)C(N)C(=O)O)c3ccccc32)c(C)c1 (stereo not given) | -14.4% | -12.1% | 0.0% | 0.2% | 22.2%
Cc1c(N=C(N)/N=C(\N)Nc2ccc(Br)cc2)c(=O)n(-c2ccccc2)n1C | 1.4% | 7.5% | 6.7% | 5.7% | 32.7%
COc1ccc(S(=O)(=O)N2CC(=O)Nc3ccccc32)cc1Cl | -6.7% | -7.1% | 10.0% | 0.9% | 5.1%
O=C(Nn1c(C2CCC2)nc2ccccc2c1=O)C1CCC1 | -10.8% | 3.8% | -0.2% | i | -6.5%
Fc1ccc(-n2c(-c3cc(C4CC4)[nH]n3)n[nH]c2=S)cc1Cl | 6.9% | 0.1% | -8.3% | 0.9% | -8.9%

Overlap with the part before: 6 entries, then new ones.
SMILES | PhoP GFP inhibition | influenza NS1A | M. tuberculosis HTS | VEEV TC-83 Vero | M. tuberculosis | others
Cc1cc(=O)oc2cc(OCC(=O)N3CCN(c4ccc(F)cc4)CC3)ccc12 | 4.7% | 2.4% | 6.6% | 0.6% | 7.7%
Cc1cc(C)c(S(=O)(=O)n2cc(C(C)C(N)C(=O)O)c3ccccc32)c(C)c1 (stereo not given) | -14.4% | -12.1% | 0.0% | 0.2% | 22.2%
Cc1c(N=C(N)/N=C(\N)Nc2ccc(Br)cc2)c(=O)n(-c2ccccc2)n1C | 1.4% | 7.5% | 6.7% | 5.7% | 32.7%
COc1ccc(S(=O)(=O)N2CC(=O)Nc3ccccc32)cc1Cl | -6.7% | -7.1% | 10.0% | 0.9% | 5.1%
O=C(Nn1c(C2CCC2)nc2ccccc2c1=O)C1CCC1 | -10.8% | 3.8% | -0.2% | i | -6.5%
Fc1ccc(-n2c(-c3cc(C4CC4)[nH]n3)n[nH]c2=S)cc1Cl | 6.9% | 0.1% | -8.3% | 0.9% | -8.9%
CCOC(=O)C(C)Oc1ccc2c(CC)cc(=O)oc2c1C (stereo not given) | 0.3% | 1.2% | ? | 1.7% | 57.2%
Cc1ccc(/C=N/NC(=O)c2ccccc2OCc2ccc(F)cc2)o1 | -9.4% | -3.2% | -1.9% | 0.3% | 51.8%
Cc1ccc(C(=O)COC(=O)CNC(=O)c2ccccc2)s1 | . | 9.9% | -0.5% | 0.4% | -4.4%
COc1cccc(-c2nn(-c3ccccc3)cc2CN(C)Cc2ccno2)c1 | -8.9% | -7.1% | 6.8% | i | . | VEEV TC-83 Vero 10K pilot screen=4.2
N#C/C(=C\c1c(N2CCC(C(N)=O)CC2)nc2ccccn2c1=O)C(=O)NCc1ccco1 | -6.3% | 1.0% | -1.6% | 2.1% | -26.0%
Cn1c(CCNC(=O)c2ccccc2F)nnc1SCC(=O)Nc1ccccc1F | 1.0% | 2.0% | 3.2% | i | 5.0%
NS(=O)(=O)c1ccc(NC(=S)N2CCC(Cc3ccccc3)CC2)cc1 | 3.0% | -4.0% | 3.6% | 1.2% | 33.2%
Cc1nnc(N2C(=O)C(O)=C(C(=O)c3ccco3)C2c2ccc(C(C)C)cc2)s1 (stereo not given) | 12.3% | -3.8% | -7.5% | 1.3% | ?
CCCn1c(SCC(=O)NC(C)C23CC4CC(CC(C4)C2)C3)n[nH]c1=O (stereo not given) | -0.6% | 0.9% | -1.4% | 1.2% | -5.8%
O=C(COc1cccc(Br)c1)N/N=C1\CCSC1 | -0.5% | -4.4% | 0.9% | 0.7% | -0.8%
COc1cc2[nH]c3c(N4CCC(C(N)=O)CC4)ncnc3c2cc1OC | -16.6% | . | 6.8% | . | 1.3%

Screening data (PubChem BioAssay)
